# Assay outcomes from PubChem.
# Luciferase inh: Photinus pyralis luciferase inhibition. P08659. Potency, µM (highest dose often 115 µM), inactives show at the highest dose activity change, negative = inhibition, most hits filed as inhibitors. purified P. pyralis luciferase, luminescence, biochemical. hit rate 2.5% among 76,000; also: potency is read from the fitted curve at half-maximal effect; nearly all actives have a fitted effect of over 65% in size
# Target sequence (P08659 whole entry, looked up): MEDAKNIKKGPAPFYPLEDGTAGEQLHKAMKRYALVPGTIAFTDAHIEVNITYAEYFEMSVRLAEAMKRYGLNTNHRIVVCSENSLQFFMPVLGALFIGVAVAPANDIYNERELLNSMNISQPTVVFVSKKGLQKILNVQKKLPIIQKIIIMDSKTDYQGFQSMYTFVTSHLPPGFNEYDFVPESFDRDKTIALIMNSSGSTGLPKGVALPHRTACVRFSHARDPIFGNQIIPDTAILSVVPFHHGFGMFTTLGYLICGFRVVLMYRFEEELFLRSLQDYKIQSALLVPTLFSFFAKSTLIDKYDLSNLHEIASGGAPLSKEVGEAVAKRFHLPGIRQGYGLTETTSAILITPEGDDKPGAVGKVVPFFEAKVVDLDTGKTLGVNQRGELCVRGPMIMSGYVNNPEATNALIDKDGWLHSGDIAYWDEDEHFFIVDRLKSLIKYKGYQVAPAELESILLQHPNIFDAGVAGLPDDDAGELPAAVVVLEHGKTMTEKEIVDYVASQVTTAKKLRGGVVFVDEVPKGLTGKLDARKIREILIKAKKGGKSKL
#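 Purified P. pyralis luciferase (10nM final) in 50mM Tris acetate pH 7.5, 10mM Mg acetate, 0.01% Tween-20, 0.05% BSA with 10uM D-luciferin and 10uM ATP. Compounds titrated qHTS. Luminescence imaged on CCD.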
# 3T3 cytotox: NIH 3T3 cell cytotoxicity; NIH 3T3 viability, CellTiter-Glo ATP luminescence, 48-72 h; Potency, µM (titrated, usually from 96.7 µM), inactives show top-dose activity change, negative = cytotoxicity, actives largely listed as inhibitors; hit rate 4.3% among 94,000; also: potency is read from the fitted curve at half-maximal effect; nearly all actives have a fitted effect of over 55% in size
#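 Viability of NIH 3T3 cells after 48 or 72 hr compound treatment at 37 °C was assessed by CellTiter-Glo, with luminescence imaged following a 10 min room-temperature step.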
# GPT2 inhibitor: GPT2 alanine aminotransferase inhibition. Q8TD30. AID 1671188. Recombinant GPT2, coupled pyruvate oxidase/HRP Amplex Red fluorescence. Potency, µM (top dose mostly 57.7 µM), without a hit: top-dose activity change, negative = inhibition, usual class: inhibitors. hit rate 0.25% among 100,000; also: potency is read from the fitted curve at half-maximal effect; nearly all actives have a fitted effect of over 60% in size; many of its hits are not listed in these tables
# Target sequence (Q8TD30 whole entry, looked up): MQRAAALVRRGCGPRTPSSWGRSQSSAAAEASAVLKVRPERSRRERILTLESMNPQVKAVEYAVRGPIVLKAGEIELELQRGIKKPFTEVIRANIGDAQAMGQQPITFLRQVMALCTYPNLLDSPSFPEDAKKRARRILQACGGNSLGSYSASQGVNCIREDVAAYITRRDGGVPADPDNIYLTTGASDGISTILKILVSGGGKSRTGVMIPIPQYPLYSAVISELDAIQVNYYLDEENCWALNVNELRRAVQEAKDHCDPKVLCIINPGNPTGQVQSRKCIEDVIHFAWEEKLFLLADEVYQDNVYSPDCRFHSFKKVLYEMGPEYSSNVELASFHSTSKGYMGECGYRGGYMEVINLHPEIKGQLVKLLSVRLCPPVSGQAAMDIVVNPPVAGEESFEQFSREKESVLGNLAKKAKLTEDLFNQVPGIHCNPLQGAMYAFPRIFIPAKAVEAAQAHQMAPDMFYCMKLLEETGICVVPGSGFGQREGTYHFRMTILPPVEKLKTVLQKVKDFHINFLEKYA
#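 GPT2 10ng/uL, a-KG 250uM, L-Ala 2mM, HEPES pH7.5 + 0.0001% Tween; 30 min RT. Then Amplex mix (PO/HRP/ThPP), 30 min RT dark, fluorescence. AOA 50uM used as positive control.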
# HEK293 tox: cytotoxic compounds in HEK 293 cells. HEK 293 viability, ATP luminescence (CellTiter-Glo), 48-72 h. Potency, µM (series often up to 115 µM), inactives show at the top dose activity change, negative = cytotoxicity, actives largely listed as inhibitors. hit rate 6.6% among 94,000. AID 1345083; also: potency is read from the fitted curve at half-maximal effect; nearly all actives have a fitted effect of over 60% in size
#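 250 HEK 293 cells/well; compound by pintool; incubated 48 or 72 hr at 37 degree Celsius; CellTiter-Glo added, 10 min RT, luminescence imaged.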
# SNCA expr inh: SNCA gene expression inhibition; HEK-293 SNCA-luciferase knock-in, luminescence, 24 h; Potency, µM (series often up to 57.2 µM), inactives show at the highest dose activity change, negative = inhibition, hits mostly inhibitors; hit rate 0.17% among 140,000; AID 1671194;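 also: potency is read from the fitted curve at half-maximal effect; plate controls were DMSO cells for no effect and cell-free wells for full effect; nearly all actives have a fitted effect of over 45% in size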
# IP6K1 inh: inhibitors of human IP6K1 | Q92551 | IP6K1 kinase, ADP-Glo luminescence, 2 h; hits give low values | activity change, % (series mostly up to about 58 µM) | hit rate 0.81% among 140,000 | AID 1645851; in the data active = activity change below about -25%
#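 ADP-Glo luminescence measures ADP made by human IP6K1 during a 2 h RT reaction with ATP/IP6 (mix at 1.3 mM/130 uM); top library doses 57.5 and 19.1 uM final.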
# SNCA viab count: reduces viability of HEK-293 SNCA reporter cells | HEK-293-SNCA-luc viability, GF-AFC fluorescence, 24 h | hit rate 0.12% among 150,000 | Potency, µM (top dose mostly 57.1 µM), inactives show at the top dose activity change, negative = cytotoxicity, actives largely listed as cytotoxic;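 also: potency is read from the fitted curve at half-maximal effect; 0% = DMSO-treated cells and -100% = medium-only wells without cells; nearly all actives have a fitted effect of over 30% in size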
#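 Cytotoxicity counterscreen: after 24 h compound treatment of genome-edited SNCA-luciferase HEK-293 cells, live-cell protease substrate GF-AFC read by fluorescence after 30 min; activity scaled between DMSO (0%) and medium-only (-100%), curves Hill-fitted.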
# Numbers without * were called inactive; i = inactive; ? = inconclusive; · = no result given; [ ] = remark or other dose. Unless noted, calls follow the shape of the dose curve; as a rule, active = well fitted curve in the direction sought with a large enough effect; inconclusive = small, poorly fitted or top-dose-only effect, or another doubt; inactive = no such curve, though single readings can be large; an effect the other way counts as inactive or inconclusive. Unless noted, % is scaled to controls: 0 for no effect and ±100 for the full control effect. Only part of the results is shown; the hit share may differ from the screen's.
No.	SMILES	Luciferase inh	3T3 cytotox	GPT2 inhibitor	HEK293 tox	SNCA expr inh	IP6K1 inh	SNCA viab count
1	COc1ccc(C(=O)N2CCC3(C2)NC(=O)c2ccccc2O3)cc1 (stereo not given)	2%	-9%	i	1%	3%	23	8%
2	COCCCn1c(C)cnc1C1CCN(Cc2ccc(F)cc2F)C1 (stereo not given)	-1%	-27%	i	-26%	-7%	14	5%
3	COCCN1C(=O)CC[C@]2(C(=O)NCc3ccccc3OC)CCCC[C@@H]12	-1%	-8%	-13%	-5%	4%	-4	-17%
4	CC1=C[C@@H](CNC(=O)C2CCC2)[C@H](C(C)C)C[C@H]1Cc1nc2ccc(F)cc2[nH]1	-5%[172 µM]	40µM*	?	28µM*	-20%[87.6 µM]	17	?
5	Cc1ccc(NC(=O)Cn2c(=O)n(CCc3ccccc3)c(=O)c3sc4ccccc4c32)cc1C	·	·	·	·	29%	-4	9%
6	CCn1cc(S(=O)(=O)N2CCC3(CCC3N3CCOCC3)CC2)cn1 (stereo not given)	·	-5%	-4%	3%	21%	15	15%
7	O=C(CSc1n[nH]c(-c2ccc(F)cc2)n1)NCc1ccccc1Cl	·	·	·	·	?	27	?
8	CN(C1CCCCC1)S(=O)(=O)c1ccc2c(c1)c(=O)c(C(=O)NCc1ccc(Cl)cc1)cn2C	·	·	·	·	122%[activator]	27	8%
9	COc1cc(C2c3c(oc4ccc(F)cc4c3=O)C(=O)N2c2nc(C)c(C)s2)cc(OC)c1OC (stereo not given)	·	·	·	·	6%	-4	-1%
10	COc1ccccc1CCC(=O)N[C@@H]1CN(c2ncccn2)C[C@H]1CO	-2%	-1%	0%	i	-5%	15	0%
11	Cc1ccc(C(=O)N2CCCC2c2nncn2Cc2ccncc2)c(=O)[nH]1 (stereo not given)	6%	i	i	12%	-2%	-10	0%
12	Cn1c(CN2CCCCC2)nc2cc(NC(=O)c3cccc(Br)c3)ccc21	·	·	·	·	?	19	-14%
13	CCOCCCN1C(=O)c2ccccc2CC1(C)C(=O)NC1CCCCC1 (stereo not given)	·	·	·	·	36%[activator]	6	5%
14	O=C(NCC1CC1)c1ccc2nnc(C3CC3)n2c1	·	0%[138 µM]	-21%[88.5 µM]	i	-19%[87.6 µM]	-1	-4%[87.6 µM]
15	C=C(C)C(=O)O[C@H]1[C@H]2C(=C)C(=O)O[C@@H]2/C=C(\CO)CC/C=C(/C=O)[C@@H]1O	·	·	i	·	·	-4	7%
16	O=C(Cc1ccsc1)N1CCCn2cc(-c3ccccc3F)nc21	-7%	-27%	i	?	11%	3	3%
17	COc1cccc(NC(=O)Cn2c(N3CCc4ccccc4C3)nc(C)cc2=O)c1	-10%	22µM*	?	20µM*	?	9	?
18	CCOc1ccc(-c2nn3ncccc3c2-c2ccc(S(C)(=O)=O)cc2)cc1	·	·	-10%	·	·	-2	19%
19	Cc1ccc(CNC(=O)C2(CCO)CCN(Cc3ccccc3)C2)o1 (stereo not given)	2%	-9%	5%	-1%	21%	0	-1%
20	COc1ccc(C(CC(=O)N2CCCCC2)c2c[nH]c3ccccc23)cc1OC (stereo not given)	-7%	-17%	3%	-1%	-5%	10	-15%
21	CC(C)=CCc1c(O)cc2oc3cc(C)cc(O)c3c2c1C	·	·	-11%	·	·	-18	-16%
22	CCOc1cc(-c2nc(C3CC(=O)N(c4ccc(OC)cc4)C3)no2)cc(OCC)c1OCC (stereo not given)	-1%	?	i	?	-9%	9	-4%
23	CCOc1ccc(OCC)c(NC(=O)c2cnn(-c3ccc(F)cc3)c2C2CCN(C(=O)OC(C)(C)C)CC2)c1	·	·	·	·	11%	-16	6%
24	Fc1cccc(Nc2nc(-c3ccccc3)no2)c1	3.2µM*	?	3%	?	96%[activator]	6	-15%
25	CC1CCN(c2nc3ccccc3nc2C(F)(F)F)CC1	·	·	·	·	-27%	-7	10%
26	CN1C(=O)CO[C@H]2CN(C(=O)c3ccccc3)C[C@H]21	0%[230 µM]	-4%[174 µM]	2%[88.5 µM]	2%[230 µM]	-7%[87.6 µM]	-8	-4%[87.6 µM]
27	CCCNC(=O)N1CCOC[C@H](Oc2ccc(OC)cc2)C1	0%[172 µM]	-5%[138 µM]	i	0%[172 µM]	-20%[87.6 µM]	6	0%[87.6 µM]
28	CCn1cc(CN2CCOc3ccc(C(=O)NCc4ccccc4F)cc3C2)cn1	2%	-16%	-4%	-22%	1%	8	-2%
29	Cc1cccc(NS(=O)(=O)c2ccc(NC(=O)N3CCCC3)cc2)c1	·	·	·	·	24%	-19	-8%
30	CC(=O)NC[C@H]1O[C@@H](CC(=O)NCc2ccc(F)cc2)[C@H](O)[C@@H]1O	-2%[172 µM]	1%[174 µM]	i	i	-23%[87.6 µM]	2	5%[87.6 µM]
31	O=C(O)C[C@@H]1CCN(C(=O)COc2ccccc2)C[C@@H]1CCN1CCCCC1	13%[172 µM]	-7%[174 µM]	-19%[88.5 µM]	-6%[172 µM]	6%[87.6 µM]	4	6%[87.6 µM]
32	Cc1ccc(CC(=O)N2CCN(c3cc(C(F)(F)F)ncn3)CC2)cc1	-4%	?	5%	-29%	?	-9	1%
33	Cc1ccc(NC(=O)c2cc(C)nn2-c2ccccc2)cc1	·	·	·	·	35%[activator]	0	-2%
34	CC(=O)Nc1ccc(CN2CCn3c(nnc3C3CCNCC3)C2)cc1	-21%[172 µM]	2%[138 µM]	3%[88.5 µM]	-7%[172 µM]	-1%[87.6 µM]	4	-28%[87.6 µM]
35	Cc1ccccc1OC(=O)CSc1nnc(-c2ccc(F)cc2)o1	·	·	·	·	-11%	15	4%
36	CN1CCCCCC(O)c2cc(C(=O)NCc3ccccn3)ccc21 (stereo not given)	-4%	-15%	i	-1%	?	-7	2%
37	CN(C)C[C@@H]1CN(c2ccccn2)C[C@H]1NC(=O)c1ccc2c(c1)OCO2	0%	1%	i	-14%	10%	13	-13%
38	O=C(NCCCn1ccnc1)c1cnc2c(c1)N(C(=O)CCc1ccccc1)CCC2	-1%[172 µM]	?	i	?	0%[87.6 µM]	14	5%[87.6 µM]
39	CCNC(=O)NCC1Cn2cccc2CN1C (stereo not given)	-4%	-9%	i	-7%	-20%	-2	2%
40	COc1ccc(-c2nnc(C3CCN(S(=O)(=O)c4cccc(Cl)c4)CC3)o2)cc1	·	·	·	·	-5%	-8	-23%
41	COc1cc2c(cc1OC)C(COc1ccccc1OC)N(C(=O)c1ccc(S(=O)(=O)N3CCCC3)cc1)CC2 (stereo not given)	·	·	·	·	2%	25	3%
42	CC(C)(C)OC(=O)N1CCC(c2c(C(=O)Nc3cccc(C(F)(F)F)c3)cnn2-c2ccc(F)cc2F)CC1	·	·	·	·	?	-10	-1%
43	O=C(NCCc1ccc(Cl)cc1)c1ccc2nnc(-c3cc[nH]c3)n2c1	·	?	-3%	?	-1%	-2	-6%
44	Cc1cc(C)c(CNC(=O)c2nc(-c3cccc(C(F)(F)F)c3)cc3[nH]ccc23)c(=O)[nH]1	-4%	?	?	40µM*	?	1	?
45	COc1cc(OC)cc(C(=O)Nc2nc(-c3nnn(-c4ccc(C)cc4)c3C)ns2)c1	·	·	·	·	14%	9	-7%
46	COc1cc(OC)c(NC(=O)Cn2nc(C)n3cccc3c2=O)cc1Cl	·	·	·	·	-6%	15	3%
47	CCN(CC)C(=O)Cn1c(=O)cc(C)c2c(C)nn(C)c21	·	·	·	·	3%	35	3%
48	O=C(Nc1cccs1)Nc1cc(C(F)(F)F)ccc1Cl	·	·	·	·	-23%	-8	-23%
49	COc1cccc(NC(=O)c2ccc(-c3nc(COc4ccccc4)c(C)o3)cc2)c1	·	·	·	·	?	54	1%
50	O=C1CCC(C(=O)N[C@@H]2COCC[C@@H]2OCc2cscn2)=NN1	0%	2%	-8%	5%	-24%	-1	-11%
51	O=C(CN1C(=O)COc2ccc(S(=O)(=O)N3CCOCC3)cc21)Nc1ccc(F)c(Cl)c1	·	·	·	·	4%	-4	-19%
52	COc1ccc(CNC(=O)Cc2c(C)c3c(cc(C)c4c(C)c(C)oc43)oc2=O)cc1	·	·	·	·	-9%	0	-2%
53	COc1cc(C(=O)NC2CCCNC2)cc(OC)c1OC (stereo not given)	·	·	3%	·	-55%[25.6 µM]	6	-18%[23.9 µM]
54	COCCCNC(=O)c1cn2cc(-c3ccccc3)sc2n1	·	?	i	?	87%[activator][87.6 µM]	-6	-2%[87.6 µM]
55	O=C(NCc1ccc(Cl)cc1)c1ccc2nnc(-c3cccnc3)n2c1	·	-14%	i	?	2%	1	7%
56	COc1nccnc1NC1CCN(S(=O)(=O)c2ccccc2)CC1	-7%	-22%	i	-23%	-9%	2	-3%
57	COc1ccc(-c2ccc(NS(=O)(=O)c3ccc(F)c(C(F)(F)F)c3)cc2)nn1	·	·	·	·	17%	-8	21%
58	O=C(c1ccc(F)cc1)N1C[C@@H](CO)[C@H](c2nc(C3CC3)no2)C1	-11%	-7%	-21%	-3%	53%[activator]	-13	-1%
59	O=C(c1ccc2nccn2c1)N1CCC(c2ccccc2F)C1 (stereo not given)	-6%	-31%	-14%	?	10%	40	-8%
60	Cc1cc(C)c(CNC(=O)c2nc(-c3ccc(CN(C)C)cc3)cc3c2ccn3C(C)C)c(=O)[nH]1	-18%	14µM*	-27%	?	-6%	-8	?

# (continued)
No.	SMILES	Luciferase inh	3T3 cytotox	GPT2 inhibitor	HEK293 tox	SNCA expr inh	IP6K1 inh	SNCA viab count
61	CNS(=O)(=O)c1ccc(CCC(=O)N2Cc3nnc(C)n3C(C)C2)cc1 (stereo not given)	-2%	-12%	?	-6%	-17%	14	-12%
62	Cc1cc2n(n1)C(c1cc(C(C)(C)C)c(O)cc1O)Nc1ccccc1-2 (stereo not given)	·	·	·	·	-1%	-8	-3%
63	Cc1ccccc1CNS(=O)(=O)c1csc(C(N)=O)c1	·	·	·	·	-18%	2	-3%
64	Cc1cc(C[C@@H]2COC[C@@H]2NC(=O)CCc2ccc(=O)[nH]n2)on1	9%	i	3%	5%	-2%	9	9%
65	CCOc1ccc(NC(=O)c2c(NC(=O)c3cccc(C)c3)sc3c2CCC3)cc1	·	·	·	·	-8%	7	4%

# Filtered by structure, those above with a furan ring, fused or not (3)
No.	SMILES	Luciferase inh	3T3 cytotox	GPT2 inhibitor	HEK293 tox	SNCA expr inh	IP6K1 inh	SNCA viab count
19	Cc1ccc(CNC(=O)C2(CCO)CCN(Cc3ccccc3)C2)o1 (stereo not given)	2%	-9%	5%	-1%	21%	0	-1%
21	CC(C)=CCc1c(O)cc2oc3cc(C)cc(O)c3c2c1C	·	·	-11%	·	·	-18	-16%
52	COc1ccc(CNC(=O)Cc2c(C)c3c(cc(C)c4c(C)c(C)oc43)oc2=O)cc1	·	·	·	·	-9%	0	-2%
